Screens from PubChem.
KB-3-1 cytotox: kills parental KB-3-1 adenocarcinoma cells. Potency, µM (doses to about 46.1 µM), without a hit: top-dose activity change, negative = cytotoxic, hits mostly cytotoxic. 400,000 compounds, 1.4% hits. KB-3-1 viability, CellTiter-Glo ATP luminescence, 72 h. AID 1347075; further: potency means the concentration at half of the fitted maximal effect; on the % scale 0 is the no-effect control and ±100 the full control effect; nearly all actives have a fitted effect of over 60% in size
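72 h, 37 °C compound treatment of KB-3-1 parental cells; CellTiter-Glo added, 10 min, luminescence read. Data corrected against DMSO-only plates and normalized before curve fitting.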
HT1080 IDH1KD tx: kills HT-1080 cells with IDH1 knockdown; Potency, µM (series often up to 46.1 µM), without a hit: at the top dose activity, negative = toxicity, most hits filed as cytotoxic; 360,000 compounds, 2% hits; HT-1080 IDH1 knockdown viability, ATP luminescence, 48 h; AID 686971;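 further: potency means the concentration at half of the fitted maximal effect; 0% = DMSO wells and -100% = cell-free medium wells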
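HT-1080-IDH1KD cells (IDH1 knocked down), 750/well in RPMI with 5% FBS, treated with compound 48 h at 37 degrees C. Viability by CellTiter-Glo luminescence, normalised to DMSO and no-cell wells; concentration-response curves classed.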
KB-V1 cytotox: kills drug-selected multidrug resistant KB-V1 cells. AID 1347076. 400,000 compounds, 3.4% hits. KB-V1 MDR cells viability, CellTiter-Glo, 72 h. Potency, µM (highest dose often 46.1 µM), without a hit: top-dose activity change, negative = cytotoxicity, hits mostly cytotoxic; further: potency means the concentration at half of the fitted maximal effect; on the % scale 0 is the no-effect control and ±100 the full control effect; nearly all actives have a fitted effect of over 60% in size
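KB-V1, DMEM (no phenol red) + 10% FBS; cpd pin-transferred, titration series; 72 h, 37 degrees C; CellTiter-Glo, luminescence. Data normalized, curve-fit.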
MCF10A rerep: inducers of DNA re-replication in MCF 10A breast cells | 350,000 compounds, 2.9% hits | Potency, µM (series often up to 46.1 µM), inactives show at the top dose activity, positive = re-replication, hits mostly activators | MCF 10A DNA re-replication, Hoechst nuclear intensity, 48 h | AID 624296; further: potency means the concentration at half of the fitted maximal effect; % of control where 0% means no effect; nearly all actives have a fitted effect of over 50% in size
D3 ag: activates the human D3 dopamine receptor. 410,000 compounds, 0.58% hits. AID 652048. D3R DiscoveRx beta-arrestin cells, luminescence, 90 min. max activation, %. P35462; in the data active means max activation above about 30%; further: 0% is about no effect; mostly tested at two doses, the higher about 12 µM
Target sequence (P35462 whole entry, looked up): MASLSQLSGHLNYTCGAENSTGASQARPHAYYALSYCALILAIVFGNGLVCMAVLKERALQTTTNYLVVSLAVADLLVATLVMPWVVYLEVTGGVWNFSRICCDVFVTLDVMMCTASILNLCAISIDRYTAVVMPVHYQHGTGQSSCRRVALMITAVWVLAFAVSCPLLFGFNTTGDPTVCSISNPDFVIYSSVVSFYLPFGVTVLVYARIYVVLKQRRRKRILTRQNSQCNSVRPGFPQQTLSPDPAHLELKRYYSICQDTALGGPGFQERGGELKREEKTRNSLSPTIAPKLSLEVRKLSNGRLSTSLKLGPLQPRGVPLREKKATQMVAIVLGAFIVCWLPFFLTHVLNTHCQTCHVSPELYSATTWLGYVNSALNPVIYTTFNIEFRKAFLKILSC
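Cells at 1500/well, incubated overnight, then treated with pinned compounds (dopamine as control) for 90 min at 37 degrees C. DiscoveRx reagent added for 30 - 60 minutes at room temperature; luminescence read.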
IL1B secr inh: inflammasome signaling inhibition, IL-1 beta readout; AID 743279; 360,000 compounds, 4.7% hits; activity change, % at 57.5 µM; THP-1 LPS/ATP IL-1B secretion, AlphaLISA, 16 h; hits give low values; in the data active means activity change below about -50%; inconclusive means mostly about -30% to -49%; further: on the % scale 0 is the no-effect control and ±100 the full control effect
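Secreted IL-1B measured by AlphaLISA bead assay after 16 h compound exposure of THP-1 cells; compounds (final up to 57.5 uM) added 1 h before LPS (250 ng/mL) and ATP (1.25 mM) stimulation; lower signal means less secretion.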
SW480 rerep: inducers of DNA re-replication in SW480 colon cancer cells; Potency, µM (titrated, usually from 46.1 µM), for inactives: top-dose re-replication activation, usual class: activators; 340,000 compounds, 1.8% hits; SW480 DNA re-replication, Hoechst DNA content imaging, 48 h; further: potency means the concentration at half of the fitted maximal effect; % of control where 0% means no effect; nearly all actives have a fitted effect of over 55% in size
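Quantitative HTS format with DMSO vehicle controls; 48 hr drug incubation at 37 C, then 40 min Hoechst staining and scanning imager measurement at 405 nm excitation.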
HEK293 tox: cytotoxicity in counter-screen for GLP-1R inverse agonists | HEK293 cAMP-luciferase reporter cells, luminescence, 24 h | 410,000 compounds, 0.13% hits | AID 624418 | Potency, µM (doses to about 38.3 µM), without a hit: at the top dose activity change, negative = inhibition, actives largely listed as inhibitors;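 further: loss of luciferase light is scored as toxicity; potency means the concentration at half of the fitted maximal effect; on the % scale 0 is the no-effect control and ±100 the full control effect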
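Cells in DMEM/10% Nu serum/1% pen-strep, 1536-well format. Pre-incubated 12 h, dosed with 23 nL compound, incubated a further 24 h. Luciferase detection, 12 min at room temp, luminescence.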
HT1080-NT tox: kills 2HG-producing HT-1080-NT fibrosarcoma cells | HT-1080-NT fibrosarcoma viability, CellTiter-Glo ATP luminescence, 48 h | Potency, µM (doses to about 46.1 µM), without a hit: at the top dose activity, negative = less viability, most hits filed as cytotoxic | 360,000 compounds, 1.6% hits;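 further: NT is the 2HG producing partner of a matched IDH1 knockdown line; potency means the concentration at half of the fitted maximal effect; 0% = DMSO-treated cells and -100% = media-only wells without cells; nearly all actives have a fitted effect of over 55% in size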
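A 48-hour cytotoxicity screen used HT-1080-NT cells plated 2 hours before compound delivery. ATP-based CellTiter-Glo luminescence measured viability, normalized to DMSO and no-cell controls.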
The depositor's hits bear a star; ? = inconclusive; / = no result given; & = joins results of further samples; [ ] = remark or other dose. Unless noted, the call rests on the fitted dose curve; in most records, active means well fitted curve in the direction sought with a large enough effect; inconclusive means small, poorly fitted or top-dose-only effect, or another doubt; inactive means no such curve, though single readings can be large; an effect the other way counts as inactive or inconclusive.

Order of results – HT1080 IDH1KD tx	SW480 rerep	D3 ag	HEK293 tox	IL1B secr inh	KB-3-1 cytotox	MCF10A rerep	KB-V1 cytotox	HT1080-NT tox
> C[C@@H](NC(=O)OC(C)(C)C)c1nnc(S(=O)(=O)Cc2ccccc2)o1
 : 18µM*	13µM*	-10	?	-70*	?	18µM*	?	16µM*
> CC1Cc2cc(S(=O)(=O)NCc3ccccc3)ccc2N1C(=O)C1CCC1 (configuration not stated)
 : 0%	0%	3&9	-3%&-7%	1	-4%&-24%	?	?	-4%
> Cc1ccccc1NC(=O)CN1CCN(C)CC1
 : 20%	-10%	8	6%	6	6%	3%	-8%	?
> COc1ccc(Cn2ccc3nc(C)c(C(=O)NCc4ccc(OC)cc4OC)cc3c2=O)cc1
 : /	/	6	-6%	/	0%	/	0%	/
> O=C(Cn1nnc(-c2ccccc2)n1)N/N=C/c1cc([N+](=O)[O-])ccc1O
 : 3%	4%	-20	2%	41	?	12%	?	-1%
> Cc1cccnc1NC(=O)c1ccc(S(=O)(=O)NCc2ccco2)cc1
 : 10%	-433%	2	-2%	-2	-5%	0%	0%	12%
> COc1cc2c(cc1OC)C(C(=O)NCCN(C)C)C(c1cccs1)N(C)C2=O (configuration not stated)
 : 7%	4%	-16	-5%	0	0%	3%	?	-2%
> Cc1ccc(NC(=O)C2=C(C(=O)O)CCCC2)cc1F
 : -3%	-2%	8	-15%	-1	0%	-9%	-6%	-8%
> COc1ccc(C)cc1S(=O)(=O)N(C)CC(=O)Nc1ccccc1
 : 7%	-3%	-9	-6%	5	13%	-2%	-3%	10%
> Cc1ccc(NC(=O)[C@H](CSCc2ccccc2)N2Cc3ccccc3C2=O)cc1
 : /	/	4	-9%	/	10%	/	-20%	/
> CCOCCCn1c(=S)[nH]c2cc3c(cc2c1=O)OCO3
 : 12%	-5%	2	5%	-14	4%	12%	?	0%
> CN(Cc1ccc(OC(F)F)cc1)C(=O)c1ccc(S(=O)(=O)N(C)c2ccccc2)cc1
 : -5%	-11%	6	5%	-18	?	12%	-1%	-11%
> CCc1ccc(Sc2cc(C(=O)NCCCN3CCC(C)CC3)c3ccccc3n2)cc1
 : /	/	-14	32%	/	-22%	/	-23%	/
> Cc1cccc(NC(=S)N(CCCN2CCOCC2)Cc2ccco2)c1
 : 11%	-9%	-6	-1%	29	3%	-12%	2%	0%
> O=C1c2ccccc2C(c2nnnn2Cc2ccccc2)N1Cc1ccco1 (configuration not stated)
 : 13%	/	0	-6%	9	13%	/	?	18%
> Cc1c(Cl)cccc1-n1ncc(C(=O)N2CCC(C)CC2)c1C1CCN(C(=O)OC(C)(C)C)CC1
 : /	/	0	-8%	/	11%	/	0%	/
> CCC(C)OC(=O)/C(C#N)=C/c1ccc(-c2ccc(Br)cc2)o1 (configuration not stated)
 : /	/	9	20%	/	-22%	/	12%	/
> CCOC(=O)c1cc2sccc2n1Cc1ccccc1
 : -15%	-3%	-24	2%	-1	15%	14%	-6%	2%
> CO/N=C(\Cn1ncc(N2CCCC2)c(Cl)c1=O)c1ccc(Cl)cc1
 : -2%	-1%	5	-13%	-13	?	?	?	-14%
> C#CCn1c(=O)n(-c2cccc(Cl)c2C)c(=O)c2c3c(sc21)CN(C(C)=O)CC3
 : /	/	-1	6%	/	-2%	/	?	/

Single records (already shown). Values in the order: HT1080 IDH1KD tx | SW480 rerep | D3 ag | HEK293 tox | IL1B secr inh | KB-3-1 cytotox | MCF10A rerep | KB-V1 cytotox | HT1080-NT tox
Cc1c(Cl)cccc1-n1ncc(C(=O)N2CCC(C)CC2)c1C1CCN(C(=O)OC(C)(C)C)CC1 as listed: / | / | 0 | -8% | / | 11% | / | 0% | /
CO/N=C(\Cn1ncc(N2CCCC2)c(Cl)c1=O)c1ccc(Cl)cc1 as listed: -2% | -1% | 5 | -13% | -13 | ? | ? | ? | -14%
CC1Cc2cc(S(=O)(=O)NCc3ccccc3)ccc2N1C(=O)C1CCC1 (configuration not stated) as listed: 0% | 0% | 3&9 | -3%&-7% | 1 | -4%&-24% | ? | ? | -4%

Further compounds follow.
Order of results – HT1080 IDH1KD tx	SW480 rerep	D3 ag	HEK293 tox	IL1B secr inh	KB-3-1 cytotox	MCF10A rerep	KB-V1 cytotox	HT1080-NT tox
> COc1ccc(/C=N/NC(=O)CCOc2ccccc2C)cc1OC
 : -2%	-8%	0	-8%	7	-1%	-1%	-2%	-3%
> CCOC(=O)C1CCCCN1Cc1ccc(C(F)(F)F)cc1 (configuration not stated)
 : 2%	-10%	-2	-11%	14	26%	-5%	19%	13%
> Cc1cc(C)c2cc(C(=O)N3CCc4ccccc4C3)[nH]c2c1
 : -16%	?	-27	-22%	16	-5%	8%	?	-7%
> Cc1ccc(-n2c(=S)[nH]c3nc4c(cc3c2=O)COC(C)(C)C4)cc1
 : -12%	-9%	-5	-3%	10	4%	4%	-21%	-5%
> CCOC(=O)c1cnc2cc3c(cn2c1=O)CCCC3
 : 2%	-5%	-16	8%	-9	?	-6%	?	-1%
> COc1ccc(Cn2c(C(F)(F)F)ccc(C(N)=O)c2=O)cc1
 : 7%	-4%	5	-5%	19	4%	1%	?	15%
> COc1ccc(OC)c(C2C(C(N)=O)=C(C)Nc3nc(CCCO)nn32)c1 (configuration not stated)
 : 5%	-24%	-2	1%	0	18%	-1%	8%	23%
> Cc1cc(C)cc(Oc2nc(-c3ccccc3)cc(C)c2S(C)(=O)=O)c1
 : ?	16%	-2	-10%	-8	?	14%	?	?
> O=C1c2ccccc2C(c2nnnn2-c2ccc3c(c2)OCCO3)N1CCCn1ccnc1 (configuration not stated)
 : 16%	/	2	1%	2	31%	/	-3%	0%
> COc1cc2c(cc1NC(=O)/C=C/c1ccc([N+](=O)[O-])cc1)oc1ccccc12
 : 24%	1%	-8	-3%	-1	3%	-2%	-5%	7%
> CCN(CC)C(=O)c1sc2c(c1C)c(=O)n(Cc1ccccc1)c(=O)n2Cc1c(C)cc(C)cc1C
 : /	/	-12	-15%	/	4%	/	12%	/
> CCn1c(CC(=O)Nc2ccc(C)cc2)n[nH]c1=S
 : 10%	-20%	1	2%	3	-5%	-7%	-3%	12%
> Cc1ncc(CN2CCN(CCc3ccccc3)C(CCO)C2)s1 (configuration not stated)
 : 8%	-10%	4	5%	27	5%	6%	-7%	3%
> COc1ccc(CNC(=O)COC(=O)c2ccccn2)cc1
 : -6%	2%	3	-3%[0.307 µM]	21	-4%	1%	5%	1%
> Cc1cccc(C2c3[nH]c4ccccc4c3CCN2C(=O)c2cc3c([nH]c2=O)CCCC3)n1 (configuration not stated)
 : -7%	-14%	0	-12%	-14	4%	5%	-19%	0%
> C=CCN(C(=O)CNC(=O)c1ccco1)C(C(=O)NC1CCCC1)c1cccs1 (configuration not stated)
 : 7%	0%	8	-9%	29	0%	-6%	-5%	2%
> COc1cc(/C=N\n2nnnc2N)ccc1OCc1ccc(F)cc1
 : -25%	-8%	-9	-19%	-21	12%	7%	?	-22%
> O=C1c2ccccc2-c2c1nc1c([n+]2[O-])CCCC1
 : 16%	-3%	-4	-10%	8	7%	-2%	2%	9%
> CCCc1nc2ccc(NC(=O)NCCC(=O)OCC)cc2c(=O)n1Cc1cccc(Cl)c1
 : 0%	-6%	-2	-12%	-5	-22%	-3%	-21%	-10%
> Cc1cccc(CCNC(=O)C2CCN(S(=O)(=O)c3cccc4cccnc34)CC2)c1
 : -4%	-5%	3	-2%	21	-1%	-2%	-15%	20%

Fetched by structure from the list above, 3 records:
Order of results – HT1080 IDH1KD tx	SW480 rerep	D3 ag	HEK293 tox	IL1B secr inh	KB-3-1 cytotox	MCF10A rerep	KB-V1 cytotox	HT1080-NT tox
> O=C1c2ccccc2-c2c1nc1c([n+]2[O-])CCCC1
 : 16%	-3%	-4	-10%	8	7%	-2%	2%	9%
> Cc1cccc(CCNC(=O)C2CCN(S(=O)(=O)c3cccc4cccnc34)CC2)c1
 : -4%	-5%	3	-2%	21	-1%	-2%	-15%	20%
> COc1ccc(Cn2c(C(F)(F)F)ccc(C(N)=O)c2=O)cc1
 : 7%	-4%	5	-5%	19	4%	1%	?	15%

(listing goes on)
Order of results – HT1080 IDH1KD tx	SW480 rerep	D3 ag	HEK293 tox	IL1B secr inh	KB-3-1 cytotox	MCF10A rerep	KB-V1 cytotox	HT1080-NT tox
> CC(=O)NCCn1c(SCc2ccccc2F)nc2ccccc2c1=O
 : -13%	2%	3	-10%	8	-8%	?	?	-22%
> Cc1ccc(S(=O)(=O)NCCc2cc3ccc(C)c(C)c3[nH]c2=O)cc1
 : -3%	1%	2	-8%	3	-15%	19%	?	3%
> COc1ccc2nc(/C(C#N)=C\c3ccc(Oc4ccc([N+](=O)[O-])cn4)cc3)[nH]c2c1
 : 9%	-43%[inhibitor]	4	-7%	-13	23%	14%	?	3%
> O=C(CCc1ccc(S(=O)(=O)N2CCOCC2)cc1)Nc1ccc2ccccc2c1
 : -1%	4%	3	5%	16	-4%	0%	16µM*	-1%
> CCS(=O)(=O)N1Cc2ccccc2CC1C(=O)Nc1nnc(SCc2ccc(F)cc2)s1 (configuration not stated)
 : -11%	?	7	-6%	0	2%	?	4.1µM*	-16%
> CCOc1ccc(NC(=S)Nc2ccccc2C2CC2)cc1
 : 6%	-4%	-3	?	-13	0%	19%	2%	12%
> CCCN(CCC)CCCNc1ccc(C(=O)Nc2cccc(OC)c2)cc1[N+](=O)[O-]
 : 21µM*	?	-11	2%[0.307 µM]	-81*	15%	13%	-1%	?
> CCC(=O)N1CCc2cc(S(=O)(=O)NCCC(=O)N3CCN(Cc4ccccc4)CC3)ccc21
 : 3%	-2%	-5	-15%	1	7%	0%	-14%	0%
> O=C(NCCC1=CCCCC1)c1c(O)nc2ccccn2c1=O
 : -25%	0%	-3	4%	57	-19%	-1%	?	?
